CHT allo act = human CHT allosteric activation; Q9GZV3; CHT-expressing cells, membrane potential dye, choline EC20; stronger effect = higher value; LV-AA mutant CHT in HEK293 cells; B-score at 10 µM; 0.49% of 310,000 active; AID 488977;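 active = initial fluorescence not abnormally high and integrated response B-score, plate-corrected, over 3 SD above library mean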
Target sequence (Q9GZV3 whole entry, looked up): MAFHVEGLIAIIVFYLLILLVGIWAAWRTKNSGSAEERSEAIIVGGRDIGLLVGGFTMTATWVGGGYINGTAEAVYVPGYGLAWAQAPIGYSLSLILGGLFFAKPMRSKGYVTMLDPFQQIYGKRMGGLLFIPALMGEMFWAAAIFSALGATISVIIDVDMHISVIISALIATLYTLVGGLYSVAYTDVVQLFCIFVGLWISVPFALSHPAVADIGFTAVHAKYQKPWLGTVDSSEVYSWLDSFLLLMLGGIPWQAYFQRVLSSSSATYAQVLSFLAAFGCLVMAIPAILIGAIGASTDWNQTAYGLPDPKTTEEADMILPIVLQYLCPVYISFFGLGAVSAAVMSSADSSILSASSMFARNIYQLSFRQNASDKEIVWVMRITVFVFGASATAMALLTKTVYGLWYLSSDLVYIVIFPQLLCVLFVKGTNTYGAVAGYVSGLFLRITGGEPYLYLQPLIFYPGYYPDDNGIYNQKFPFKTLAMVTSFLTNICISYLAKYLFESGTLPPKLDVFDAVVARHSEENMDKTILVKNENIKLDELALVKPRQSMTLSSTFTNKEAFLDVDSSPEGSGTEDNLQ
OX1R antag-1 = OX1R (human) antagonism; AID 485270; 1.8% of 330,000 active; O43613; OX1R-expressing cells, FRET antagonist read-out; inhibition, % at 6.6 µM; in the data active = inhibition mostly above about 38%, no sharp cut-off; inactive = mostly below about 40%;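 also: 0% = agonist challenge alone and 100% = reference antagonist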
Target sequence (O43613 whole entry, looked up): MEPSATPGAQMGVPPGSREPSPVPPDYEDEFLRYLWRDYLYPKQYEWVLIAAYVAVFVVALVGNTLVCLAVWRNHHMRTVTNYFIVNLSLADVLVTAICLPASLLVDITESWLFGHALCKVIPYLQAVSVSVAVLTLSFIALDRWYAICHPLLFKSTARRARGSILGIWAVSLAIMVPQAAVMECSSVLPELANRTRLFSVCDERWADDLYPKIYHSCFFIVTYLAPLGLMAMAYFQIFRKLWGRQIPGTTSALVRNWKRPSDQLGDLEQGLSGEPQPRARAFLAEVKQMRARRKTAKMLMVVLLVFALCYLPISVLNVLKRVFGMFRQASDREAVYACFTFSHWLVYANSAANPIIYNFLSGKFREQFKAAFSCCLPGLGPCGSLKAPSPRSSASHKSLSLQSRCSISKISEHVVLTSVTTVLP
OX1R antag-2 = human HCRTR1 antagonism; 0.43% of 330,000 active; CHO/OX1R cells, Fluo-8 calcium fluorescence, orexin A; inhibition, % at 5 µM; AID 434989;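 active = inhibition above its plate's threshold, mean inhibition of all tested compounds on the plate plus 3 SD, cut at about 37% in these data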;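 also: 0% = orexin A challenge wells and 100% = SB-334867-A antagonist wells; not every result past the cut was called active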
Starred values were filed as active, the others as inactive. Hits appear at their usual frequency; any-hit rate near 2.5%.

Screening COc1cc(/C=C/C(=O)N(C)CC(=O)Nc2ccccc2Br)cc2c1OCCO2 returned OX1R antag-1 7.1 and OX1R antag-2 -30.6.
Screening O=C(COc1ccccc1N1C(=O)C2C3C=CC(C3)C2C1=O)c1ccccc1 (stereo unspecified) returned CHT allo act inactive, OX1R antag-1 5.2 and OX1R antag-2 -22.6.
CCNc1cc2oc(=O)c(CN3CCOCC3)c(C)c2cc1C was read as CHT allo act inactive, OX1R antag-1 19.2 and OX1R antag-2 -20.4.
`COc1cc2c(cc1OC)C(Cc1ccc(O)c(Oc3ccc(C[C@H]4c5cc(OC)c(OC)cc5CCN4C)cc3)c1)N(C)CC2` (stereo partly specified) gave OX1R antag-1 9.6 and OX1R antag-2 -11.2.
Cc1nc(SCc2ccccc2)n[nH]1 was read as CHT allo act inactive, OX1R antag-1 24.6 and OX1R antag-2 -6.0.
For Cc1ccccc1NS(=O)(=O)c1ccc(OCC(=O)NCc2ccco2)cc1 the results were CHT allo act inactive, OX1R antag-1 8.2 and OX1R antag-2 -29.1.
`COc1cccc(CNC(=O)CCC(=O)N2CCSc3ccccc32)c1OC` gave CHT allo act inactive, OX1R antag-1 1.5 and OX1R antag-2 -3.7.
`Cc1cccc(N2C(=O)N3[C@@H]4c5ccccc5OC[C@@H]4[C@@H](c4ccccc4)[C@@]3(C)C2=O)c1` gave CHT allo act inactive, OX1R antag-1 21.1 and OX1R antag-2 -33.3.
`CCN1CCC(O)(C#Cc2ccccc2)CC1` gave CHT allo act inactive, OX1R antag-1 11.2 and OX1R antag-2 -1.7.
Screening O=S(=O)(Nc1nccs1)c1ccc(F)cc1 returned CHT allo act inactive, OX1R antag-1 5.3 and OX1R antag-2 -2.3.
CC(C)(C)N(Cc1ccccc1)C(=O)COC(=O)c1ccc(S(=O)(=O)N2CCOCC2)cc1 was read as OX1R antag-1 7.0 and OX1R antag-2 -16.2.
O=C(O)CSc1nnc(-c2ccco2)o1 was read as CHT allo act inactive, OX1R antag-1 12.3 and OX1R antag-2 -7.2.

As a short view, some entries already given.
Screening COc1cc(/C=C/C(=O)N(C)CC(=O)Nc2ccccc2Br)cc2c1OCCO2 returned OX1R antag-1 7.1 and OX1R antag-2 -30.6.
Screening O=C(COc1ccccc1N1C(=O)C2C3C=CC(C3)C2C1=O)c1ccccc1 (stereo unspecified) returned CHT allo act inactive, OX1R antag-1 5.2 and OX1R antag-2 -22.6.

(more compounds)
`CSc1ccccc1NC(=O)CN(C)CC(=O)Nc1cc(C)ccc1C` gave CHT allo act inactive, OX1R antag-1 13.0 and OX1R antag-2 -26.5.
`CCc1cc[n+](CC(=O)Nc2ccc(Cl)cc2Cl)cc1` gave CHT allo act inactive, OX1R antag-1 28.6 and OX1R antag-2 -6.7.
`O=C(COc1ccc(/C=N/NC(=O)C(=O)N2CCCCCC2)cc1)Nc1ccccc1Cl` gave CHT allo act inactive, OX1R antag-1 4.2 and OX1R antag-2 -20.4.
Screening Cc1ccc(CN(C(=O)c2csnn2)C(C(=O)NC2CCCC2)c2ccco2)cc1 (stereo unspecified) returned CHT allo act inactive, OX1R antag-1 23.4 and OX1R antag-2 -24.7.
Screening O=C(CN1CCCC1)Nc1ccc(-c2nc3cc(NC(=O)CN4CCCC4)ccc3o2)cc1 returned CHT allo act inactive, OX1R antag-1 12.0 and OX1R antag-2 -18.9.
CCCN(C(=O)CSc1nc2cc(S(=O)(=O)N(CC)CC)ccc2o1)C1CCS(=O)(=O)C1 (stereo unspecified) was read as CHT allo act inactive, OX1R antag-1 16.2 and OX1R antag-2 -20.1.
For Cc1cc(N2C(=O)C(O)=C(C(=O)c3ccc(C)o3)C2c2cccs2)no1 (stereo unspecified) the results were CHT allo act inactive, OX1R antag-1 20.6 and OX1R antag-2 1.2.
COc1ccc(N2C(=O)C(CN3CCN(C)CC3)C2c2ccccc2)cc1 (stereo unspecified) was read as CHT allo act inactive, OX1R antag-1 17.3 and OX1R antag-2 -27.5.
Cc1cc(C)c(C)c(S(=O)(=O)N[C@@H](C)C(=O)OC(C)C(=O)NC(N)=O)c1C (stereo partly specified) was read as CHT allo act inactive, OX1R antag-1 12.5 and OX1R antag-2 -11.6.
COP(=O)(/C=C/c1ccccc1)C(O)c1ccc(F)cc1 (stereo unspecified) was read as CHT allo act inactive, OX1R antag-1 15.5 and OX1R antag-2 -3.9.
For Cc1nc(C#N)c(N/N=C/c2cccc(Cl)c2)o1 the results were CHT allo act inactive, OX1R antag-1 19.1 and OX1R antag-2 -7.0.
For COc1ccc(-c2c(C(F)(F)F)nn(C)c2NC(=O)CSCC(=O)O)cc1 the results were CHT allo act inactive, OX1R antag-1 5.0 and OX1R antag-2 -8.6.
`CC(OC(=O)c1cccc(Cl)c1)C(=O)NC1CCCCC1C` (stereo unspecified) gave CHT allo act inactive, OX1R antag-1 10.3 and OX1R antag-2 -18.0.
Screening O=S(=O)(c1ccc(Cl)s1)N1CCC(Cc2ccccc2)CC1 returned CHT allo act inactive, OX1R antag-1 8.1 and OX1R antag-2 -29.0.
O=C(O)COc1ccccc1/C=N/NC(=O)c1cc(-c2ccc(Cl)cc2)nc2ccccc12 was read as CHT allo act inactive, OX1R antag-1 26.2 and OX1R antag-2 -26.5.
`Cn1c(SCCOc2ccccc2F)nc2ccccc2c1=O` gave CHT allo act inactive, OX1R antag-1 25.1 and OX1R antag-2 -26.6.
Screening Cc1ccc(NS(=O)(=O)c2c(C)[nH]c(C)c2C(=O)N2CCCCC2)c(Br)c1 returned CHT allo act inactive, OX1R antag-1 19.2 and OX1R antag-2 -9.7.
`CCN1/C(=C2\C(=O)N(C)C(=S)N2C)C=Cc2cc(C)ccc21` gave CHT allo act inactive, OX1R antag-1 22.3 and OX1R antag-2 -1.4.
`CCOc1ccc(OCC)c(NC(=O)CN2CCN(CC)CC2)c1` gave CHT allo act inactive, OX1R antag-1 21.8 and OX1R antag-2 -36.6.
COc1ccc(NC(=O)CCC(=O)N2CCOCC2)c([N+](=O)[O-])c1 was read as CHT allo act inactive, OX1R antag-1 42.8 and OX1R antag-2 -9.4.
`Cc1cccc(N2CCN(C(=O)CNC(=O)c3ccccc3)CC2)c1C` gave CHT allo act inactive, OX1R antag-1 5.1 and OX1R antag-2 -24.0.
For CCN1CCN(C(=O)c2cn(CC)c3ccc(S(=O)(=O)N(C)C)cc3c2=O)CC1 the results were CHT allo act inactive, OX1R antag-1 19.6 and OX1R antag-2 -11.9.
For O=C(c1ccc(N2CCN(C(=O)c3ccccc3Br)CC2)cc1)c1cccc(F)c1 the results were CHT allo act inactive, OX1R antag-1 34.3 and OX1R antag-2 8.0.
Screening CCOC(=O)C1=C(C)c2ccccc2N(C(=O)OC)C1(C)C(=O)OCC (stereo unspecified) returned OX1R antag-1 32.7* and OX1R antag-2 18.8.
O=C(CNS(=O)(=O)c1ccc(F)cc1)N1CCOCC1 was read as CHT allo act inactive, OX1R antag-1 2.9 and OX1R antag-2 4.0.
For COc1cccc(C2=NN(C(C)=O)C(c3cccs3)C2)c1 (stereo unspecified) the results were CHT allo act inactive, OX1R antag-1 3.4 and OX1R antag-2 -14.6.
Screening CCC(/C=N/NC(=O)CCCCC(=O)N/N=C/C(CC)CC)CC returned CHT allo act inactive, OX1R antag-1 14.7 and OX1R antag-2 -1.4.
COc1ccc(C(=O)COC(=O)c2ccc([N+](=O)[O-])s2)cc1OC was read as OX1R antag-1 38.5* and OX1R antag-2 -9.8.
For COCCCNC(=O)c1cc(C(=O)Cc2ccccc2)c[nH]1 the results were CHT allo act inactive, OX1R antag-1 6.9 and OX1R antag-2 -2.9.
Screening Cc1ccc(OCc2cc(C(=O)N(C)Cc3cnn(-c4ccccc4C)c3)no2)cn1 returned CHT allo act inactive, OX1R antag-1 17.0 and OX1R antag-2 -0.9.
C/C=C\C=C\C(=O)N1CC2(CC(c3cccc(NC(=O)CC(c4ccccc4)c4ccccc4)c3)=NO2)C[C@H]1C(N)=O (stereo partly specified) was read as CHT allo act inactive, OX1R antag-1 26.6 and OX1R antag-2 -25.9.
Screening Cc1ccc(S(=O)(=O)NCC(=O)NCC(=O)OCc2c(F)cccc2Cl)cc1 returned CHT allo act inactive, OX1R antag-1 23.4 and OX1R antag-2 -27.9.
`Cc1sc2ncnc(Nc3ccc(O)cc3)c2c1C` gave CHT allo act inactive, OX1R antag-1 3.8 and OX1R antag-2 -17.4.
Screening CCOc1ccc(NC(=O)CN(C)C(=O)CCC2CCCCC2)cc1OCC returned OX1R antag-1 12.1 and OX1R antag-2 -29.1.
COc1cccc(/C=C/C(=O)c2ccc[nH]2)c1 was read as CHT allo act inactive, OX1R antag-1 13.8 and OX1R antag-2 -15.1.
C/C(CC(=O)Nc1cccc2c1CCCC2)=N\NC(=O)COc1ccccc1 was read as CHT allo act inactive, OX1R antag-1 15.3 and OX1R antag-2 -43.7.
For CCOc1ccccc1OCCn1nnc2ccccc21 the results were CHT allo act inactive, OX1R antag-1 9.8 and OX1R antag-2 -9.3.
Screening CCOC(=O)C(/C(N)=N/C(=O)Nc1ccccc1)=C(\C)O returned CHT allo act inactive, OX1R antag-1 17.4 and OX1R antag-2 -28.4.
`Cc1c(Cl)cccc1NC(=O)CSc1nnnn1C` gave OX1R antag-1 -0.8 and OX1R antag-2 15.4.
`Cc1c(C(=O)N2CCCCCC2)nnn1-c1nonc1N` gave CHT allo act inactive, OX1R antag-1 5.6 and OX1R antag-2 -16.4.
Screening CS(=O)(=O)N(CC(=O)N1CCc2ccccc2C1)c1ccccc1Br returned CHT allo act inactive, OX1R antag-1 8.9 and OX1R antag-2 -5.9.
Screening Nc1nonc1C(=O)N/N=C/c1ccc(Br)o1 returned CHT allo act inactive, OX1R antag-1 12.0 and OX1R antag-2 -8.8.
Cc1cc(Nc2nn(C)c(N)c2C#N)ccc1F was read as CHT allo act inactive, OX1R antag-1 11.7 and OX1R antag-2 -5.5.
`O=C(CN(C(=O)c1csnn1)c1ccc(F)c(Cl)c1)NCc1ccccc1` gave CHT allo act inactive, OX1R antag-1 5.2 and OX1R antag-2 -24.2.
`O=C(O)CCCC(=O)Nc1nncs1` gave CHT allo act inactive, OX1R antag-1 21.6 and OX1R antag-2 -20.8.
Screening Cc1ccc(CC(=O)NC2CCN(Cc3ccccc3)CC2)cc1 returned CHT allo act inactive, OX1R antag-1 1.3 and OX1R antag-2 -10.5.
For CCOc1c2ccoc2nc2c(OC)c(OC)ccc12 the results were CHT allo act inactive, OX1R antag-1 12.0 and OX1R antag-2 -8.9.
CC(OC(=O)c1ccncc1)C(=O)Nc1cccc(Cl)c1 (stereo unspecified) was read as CHT allo act inactive, OX1R antag-1 10.2 and OX1R antag-2 -14.1.

The final three entries of the section before are carried over, then new ones follow:
Screening Cc1ccc(CC(=O)NC2CCN(Cc3ccccc3)CC2)cc1 returned CHT allo act inactive, OX1R antag-1 1.3 and OX1R antag-2 -10.5.
For CCOc1c2ccoc2nc2c(OC)c(OC)ccc12 the results were CHT allo act inactive, OX1R antag-1 12.0 and OX1R antag-2 -8.9.
CC(OC(=O)c1ccncc1)C(=O)Nc1cccc(Cl)c1 (stereo unspecified) was read as CHT allo act inactive, OX1R antag-1 10.2 and OX1R antag-2 -14.1.
`COc1cc(OC)cc(N2CCN(S(=O)(=O)c3ccc(-n4cnnn4)cc3)CC2)c1` gave CHT allo act inactive, OX1R antag-1 19.2 and OX1R antag-2 -5.8.
`CC(=O)c1c(C)nc(-c2ccccc2)nc1N` gave CHT allo act inactive, OX1R antag-1 -4.0 and OX1R antag-2 -3.8.
`CCC(=O)c1ccc(OCC(O)CN2CCN(c3ccc(F)cc3)CC2)cc1` (stereo unspecified) gave CHT allo act inactive, OX1R antag-1 5.8 and OX1R antag-2 -9.9.
`CNc1oc(Cc2ccccc2)nc1S(=O)(=O)c1ccc(Cl)cc1` gave CHT allo act inactive, OX1R antag-1 18.3 and OX1R antag-2 -27.9.
For Cc1ccc2c(c1)c(-c1csc(N)n1)c(C)n2C the results were CHT allo act inactive, OX1R antag-1 35.9 and OX1R antag-2 19.2.
CCN1C(=O)N(CC)C(O)(c2ccccc2)C1(O)c1ccccc1 (stereo unspecified) was read as CHT allo act inactive, OX1R antag-1 20.4 and OX1R antag-2 -5.9.
COC(=O)c1sc(-c2ccccc2)cc1NC(=O)c1ccc(F)cc1 was read as CHT allo act inactive, OX1R antag-1 9.8 and OX1R antag-2 2.4.
`O=C1CCc2cc(S(=O)(=O)Nc3ccccc3F)ccc2N1` gave OX1R antag-1 12.1 and OX1R antag-2 -8.1.
COCCn1c(=S)[nH]c2ccc(N(C)C)cc2c1=O was read as CHT allo act inactive, OX1R antag-1 9.4 and OX1R antag-2 1.4.
Screening C=CCOc1ccc(C(=O)NC2CCCCC2)cc1 returned CHT allo act inactive, OX1R antag-1 6.3 and OX1R antag-2 -9.6.
`COc1ccc(F)cc1C(=O)C1CCCN(Cc2ccc3c(c2)OCCO3)C1` (stereo unspecified) gave CHT allo act inactive, OX1R antag-1 22.9 and OX1R antag-2 -15.6.
For CCOC(=O)Cn1c2ccccc2c2nc(C)sc21 the results were CHT allo act inactive, OX1R antag-1 16.5 and OX1R antag-2 -18.1.
For CC(NC(=O)c1ccc([N+](=O)[O-])o1)C12CC3CC(CC(C3)C1)C2 (stereo unspecified) the results were CHT allo act inactive, OX1R antag-1 18.6 and OX1R antag-2 -24.3.

Structures from the list above with a nitro group on carbon:
COc1ccc(NC(=O)CCC(=O)N2CCOCC2)c([N+](=O)[O-])c1 was read as CHT allo act inactive, OX1R antag-1 42.8 and OX1R antag-2 -9.4.
COc1ccc(C(=O)COC(=O)c2ccc([N+](=O)[O-])s2)cc1OC was read as OX1R antag-1 38.5* and OX1R antag-2 -9.8.
For CC(NC(=O)c1ccc([N+](=O)[O-])o1)C12CC3CC(CC(C3)C1)C2 (stereo unspecified) the results were CHT allo act inactive, OX1R antag-1 18.6 and OX1R antag-2 -24.3.
